# SW480 rereplic – DNA re-replication induction in SW480 cells | SW480 DNA re-replication, Hoechst DNA content imaging, 48 h | Potency, µM (highest dose often 46.1 µM), inactives show at the top dose re-replication activation, most hits filed as activators | hit rate 1.8% among 340,000; also: potency is read from the fitted curve at half-maximal effect; % of control where 0% means no effect; nearly all actives have a fitted effect of over 55% in size
#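 Image-based DNA-content assay: after two days of treatment, nuclei were labelled with the DNA dye Hoechst and imaged, and hits were compounds raising the count of nuclei showing high fluorescence intensity.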
# HT1080-NT tox – kills 2HG-producing HT-1080-NT fibrosarcoma cells; HT-1080-NT fibrosarcoma viability, CellTiter-Glo ATP luminescence, 48 h; hit rate 1.6% among 360,000; Potency, µM (titrated, usually from 46.1 µM), without a hit: top-dose activity, negative = less viability, usual class: cytotoxic; AID 686970;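 also: NT is the 2HG producing partner of a matched IDH1 knockdown line; potency is read from the fitted curve at half-maximal effect; 0% = DMSO-treated cells and -100% = media-only wells without cells; nearly all actives have a fitted effect of over 55% in size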
#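 HT-1080-NT fibrosarcoma cells (2HG-overproducing), 750 cells/well in RPMI with 5% FBS, dosed after 2 h and incubated 48 h at 37C. CellTiter-Glo luminescence normalized to DMSO and no-cell wells; concentration-response curves fitted and classed.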
# KB-3-1 tox – KB-3-1 parental cell cytotoxicity. KB-3-1 viability, CellTiter-Glo ATP luminescence, 72 h. Potency, µM (doses to about 46.1 µM), for the others: at the top dose activity change, negative = cytotoxic, hits mostly cytotoxic. hit rate 1.4% among 400,000; also: potency is read from the fitted curve at half-maximal effect; % is scaled to controls: 0 for no effect and ±100 for the full control effect; nearly all actives have a fitted effect of over 60% in size
#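 72 h, 37 °C compound treatment of KB-3-1 parental cells; CellTiter-Glo added, 10 min, luminescence read. Data corrected against DMSO-only plates and normalized before curve fitting.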
# HT1080 IDH1KD tx – kills HT-1080 cells with IDH1 knockdown. HT-1080 IDH1 knockdown viability, ATP luminescence, 48 h. Potency, µM (highest dose often 46.1 µM), for inactives: top-dose activity, negative = toxicity, hits mostly cytotoxic. hit rate 2% among 360,000. AID 686971;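 also: potency is read from the fitted curve at half-maximal effect; 0% = DMSO wells and -100% = cell-free medium wells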
#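 Knockdown cells (IDH1KD HT-1080) received compounds 2 h after plating at 750 cells/well and were kept 48 h at 37 °C in 5% FBS RPMI. A CellTiter-Glo luminescence read gave % activity for curve fitting.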
# IL-1B inflam inh – inflammasome signaling inhibition, IL-1 beta readout; THP-1 LPS/ATP IL-1B secretion, AlphaLISA, 16 h; stronger effect = lower value; activity change, % at 57.5 µM; hit rate 4.7% among 360,000; in the data active = activity change below about -50%; inconclusive = mostly about -30% to -49%; also: % is scaled to controls: 0 for no effect and ±100 for the full control effect
#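 Secreted IL-1B measured by AlphaLISA bead assay after 16 h compound exposure of THP-1 cells; compounds (final up to 57.5 uM) added 1 h before LPS (250 ng/mL) and ATP (1.25 mM) stimulation; lower signal means less secretion.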
# ATXN2 expr inh – reduces ATXN2 reporter expression in HEK-293 cells; HEK-293 ATXN2-luciferase reporter, luminescence, 24 h; Potency, µM (series often up to 57 µM), without a hit: at the highest dose activity change, negative = inhibition, usual class: inhibitors; hit rate 0.72% among 360,000; AID 1745845; also: potency is read from the fitted curve at half-maximal effect; % is scaled to controls: 0 for no effect and ±100 for the full control effect; nearly all actives have a fitted effect of over 55% in size
#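 ATXN2-luciferase reporter cells (luciferase flanked by upstream and downstream ATXN2 gene portions) were treated 24 h at 37 °C with compounds at up to 57 uM. SteadyGlo luminescence gave expression; GF-AFC fluorescence gave viability.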
# ATXN viability – reduces viability in counter-screen for ATXN expression inhibitors; Potency, µM (series often up to 56.7 µM), actives largely listed as cytotoxic; S2 cells (HEK-293 line with an ATXN2-luciferase reporter) viability, CellTiter-Fluor protease fluorescence, 24 h; AID 651635; hit rate 0.49% among 400,000; also: potency is read from the fitted curve at half-maximal effect; nearly all actives have a fitted effect of over 40% in size
# HepG2 tox – kills HepG2 cells in TGF-b inhibitor counter-screen. hit rate 0.76% among 410,000. HepG2 CAGA-GFP viability, ATP luminescence, 18 h. Potency, µM (highest dose often 46.1 µM), for inactives: at the highest dose activity change, negative = cytotoxicity, most hits filed as cytotoxic; also: potency is read from the fitted curve at half-maximal effect; some results filed as inactive show a strong effect at the top dose
#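 CellTiter-Glo luminescence gave cytotoxicity after 18 hours at 37 degrees C. The cells were HepG2 CAGA-GFP in 1% FBS DMEM, stimulated with 500 pg/mL TGF-beta after compound addition. %Activity was normalised to no-cell wells (complete cell-killing) and DMSO (no toxicity), and curves were fitted and classified.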
# MCF10A rereplic – induces DNA re-replication in MCF 10a normal breast cells; AID 624296; MCF 10A DNA re-replication, Hoechst nuclear intensity, 48 h; hit rate 2.9% among 350,000; Potency, µM (top dose mostly 46.1 µM), for the others: top-dose activity, positive = re-replication, usual class: activators; also: potency is read from the fitted curve at half-maximal effect; % of control where 0% means no effect; nearly all actives have a fitted effect of over 50% in size
# Numbers without * were called inactive; i = inactive; ? = inconclusive; . = not tested or not shown; [ ] = another dose, or the depositor's remark. Unless noted, calls follow the shape of the dose curve; as a rule, active = well fitted curve in the direction sought with a large enough effect; inconclusive = small, poorly fitted or top-dose-only effect, or another doubt; inactive = no such curve, though single readings can be large; an effect the other way counts as inactive or inconclusive. Hits appear at their usual frequency. About 8.9% of those tested had a hit in this group.
# Screens by letter – A = SW480 rereplic; B = HT1080-NT tox; C = KB-3-1 tox; D = HT1080 IDH1KD tx; E = IL-1B inflam inh; F = ATXN2 expr inh; G = ATXN viability; H = HepG2 tox; I = MCF10A rereplic
> Cc1cnc(NC(=O)CSc2ncc(-c3ccccc3)n2Cc2ccco2)s1
  A: 2% | B: ? | C: -3% | D: ? | E: -12 | F: -27% | G: ? | H: -27% | I: ?
> Cc1ccc(O)c(N=NC2=C(O)CC(C)(C)CC2=O)c1
  A: 16% | B: -21% | C: ? | D: ? | E: 46 | F: ? | G: . | H: -4% | I: ?
> O=S(=O)(Nc1cccc(-c2nc3cccnc3s2)c1)c1ccc2c(c1)CCCC2
  A: -3% | B: 2% | C: -23% | D: -8% | E: 5 | F: -6% | G: . | H: 10µM* | I: ?
> COCCNC(=O)/C=C/c1c(Cl)cccc1Cl
  A: -11% | B: 6% | C: 3% | D: 2% | E: 0 | F: 0% | G: i | H: -4% | I: 2%
> CC(C)(C)OC(=O)N1CCC(NC(=O)c2nc[nH]c2C(=O)NCc2ccccc2)CC1
  A: 5% | B: -4% | C: 0% | D: -9% | E: -2 | F: ? | G: ? | H: -17% | I: 25%
> O=C(CN(C(=O)c1csnn1)c1ccccc1C(F)(F)F)NC1CCCCC1
  A: -9% | B: 15% | C: -6% | D: 8% | E: 40 | F: -11% | G: i | H: -3% | I: -4%
> COc1ccccc1NC(=S)N1CCN(c2cccc(C)c2C)CC1
  A: -4% | B: -28% | C: ? | D: -18% | E: ? | F: ? | G: i | H: -36% | I: 0%
> CC(C)N1CCc2c(sc(NC(=O)c3ccc(S(=O)(=O)N4CCCCC4C)cc3)c2C(N)=O)C1 (stereo not given)
  A: 21µM* | B: -28% | C: -18% | D: ? | E: -16 | F: ? | G: ? | H: -41% | I: ?
> CC(=O)c1c(C)oc2ccc(N(C(C)=O)S(=O)(=O)c3ccc(F)cc3C)cc12
  A: -5% | B: 23% | C: . | D: -2% | E: -7 | F: -26% | G: ? | H: 4% | I: 6%
> CCOc1cc(N2CCOCC2)c(OCC)cc1NC(=O)c1ccc(OCc2c(C)noc2C)c(OC)c1
  A: -2% | B: 13% | C: -3% | D: 18% | E: 1 | F: -21% | G: i | H: -14% | I: 0%
> Cc1csc(NC(=O)CCSCCc2ccccn2)n1
  A: -2% | B: 2% | C: 0% | D: -5% | E: 3 | F: -10% | G: i | H: -35% | I: 10%
> C(=N\Nc1nc(N2CCCCCC2)nc(N2CCCCCC2)n1)/c1ccccc1
  A: 4% | B: 5% | C: 4% | D: -17% | E: 0 | F: . | G: i | H: -23% | I: -2%
> CCOc1cc(C(=S)N2CCOCC2)ccc1OS(=O)(=O)c1ccc(C)cc1
  A: 2% | B: -24% | C: 12% | D: -26% | E: -1 | F: -12% | G: i | H: -33% | I: 0%
> CCOC(=O)C(CC)n1cnc2c(nnn2-c2ccc(F)cc2)c1=O (stereo not given)
  A: -7% | B: 2% | C: 18% | D: 5% | E: 19 | F: -7% | G: i | H: -1% | I: 17%
> Cc1cc(NC(=O)COC(=O)CSc2nc3cc(Cl)ccc3n2Cc2ccccc2)no1
  A: -5% | B: -15% | C: -2% | D: ? | E: 41 | F: 7% | G: i | H: -50% | I: 1%
> COc1ccc(C(=O)CN(C(=O)c2ccc(Cl)cc2)N2C(=O)c3ccccc3C2=O)cc1
  A: -2% | B: 5% | C: -2% | D: -11% | E: -7 | F: -6% | G: i | H: -1% | I: 0%
> CCOc1ccccc1NC(=S)NCC1CCCO1 (stereo not given)
  A: -12% | B: 0% | C: -1% | D: -2% | E: 16 | F: 3% | G: i | H: -3% | I: -2%
> CC(C)(C)OC(=O)NC(Cc1ccccc1)C(=O)NCCCC(=O)O (stereo not given)
  A: ? | B: 26% | C: 9% | D: 13% | E: 1 | F: 13% | G: i | H: 3% | I: 9%
> COc1ccc(S(=O)(=O)N2CCC(C(=O)Nc3cc(C(F)(F)F)ccc3Cl)CC2)cc1
  A: . | B: . | C: ? | D: . | E: . | F: -21% | G: i | H: -20% | I: .
> COC(=O)NC(NC(=S)Nc1ccc([N+](=O)[O-])cc1)C(Cl)(Cl)Cl (stereo not given)
  A: 16% | B: -10% | C: ? | D: -6% | E: -6 | F: ? | G: ? | H: -28% | I: 23%
> N#CCCN1CCN(S(=O)(=O)c2ccc(S(=O)(=O)N3CCCCCC3)cc2)CC1
  A: 0% | B: -1% | C: 3% | D: 9% | E: 10 | F: 2% | G: i | H: -67% | I: 6%
> Cc1cc(C)c(S(=O)(=O)NCCc2ccccc2)c(C)c1
  A: 1% | B: -25% | C: -1% | D: -21% | E: -27 | F: -17% | G: i | H: -14% | I: -2%
> CCCn1c(NC(=O)CSCC(=O)Nc2cc(C)on2)nc2ccccc21
  A: -1% | B: -6% | C: -8% | D: 1% | E: 12 | F: -1% | G: i | H: -36% | I: 0%
> CC12CN3CC(C)(CN(C1)C3c1ccc([N+](=O)[O-])o1)C2 (stereo not given)
  A: -13% | B: 18% | C: 14% | D: 7% | E: 16 | F: 8% | G: i | H: 20% | I: 4%
> Cc1ccc2nc3c(c(C(=O)OCC(=O)N(C)C4CCS(=O)(=O)C4)c2c1)CCCC3 (stereo not given)
  A: 2% | B: ? | C: 7% | D: -18% | E: -12 | F: -12% | G: ? | H: -1% | I: -7%

# One compound at a time, from the list above. Order of values: SW480 rereplic	HT1080-NT tox	KB-3-1 tox	HT1080 IDH1KD tx	IL-1B inflam inh	ATXN2 expr inh	ATXN viability	HepG2 tox	MCF10A rereplic
# Shown for `CC(C)(C)OC(=O)N1CCC(NC(=O)c2nc[nH]c2C(=O)NCc2ccccc2)CC1` → 5%	-4%	0%	-9%	-2	?	?	-17%	25%
# Shown for `CC(C)(C)OC(=O)NC(Cc1ccccc1)C(=O)NCCCC(=O)O` (stereo not given) → ?	26%	9%	13%	1	13%	i	3%	9%

# The results go on:
# Screens by letter – A = SW480 rereplic; B = HT1080-NT tox; C = KB-3-1 tox; D = HT1080 IDH1KD tx; E = IL-1B inflam inh; F = ATXN2 expr inh; G = ATXN viability; H = HepG2 tox; I = MCF10A rereplic
> Cn1c(=O)c2c(nc3n2CC(O)CN3c2ccccc2)n(C)c1=O (stereo not given)
  A: -12% | B: 7% | C: 12% | D: 9% | E: 22 | F: 0% | G: ? | H: -19% | I: 3%
> COc1ccc(NC(=O)N(C)C[C@@H]2Oc3ccc(NC(=O)NC(C)C)cc3CC(=O)N([C@H](C)CO)C[C@@H]2C)cc1
  A: -3% | B: 12% | C: 0% | D: 8% | E: -17 | F: 2% | G: i | H: 9% | I: -5%
> CC(C(=O)NCC1CCCCC1)N(C)CC(=O)Nc1ccc(N2CCOCC2)cc1 (stereo not given)
  A: 3% | B: 8% | C: 6% | D: 4% | E: 25 | F: -5% | G: . | H: 6% | I: 10%
> Cn1cnnc1SCc1ccc(F)c2ccccc12
  A: -8% | B: -5% | C: 1% | D: 4% | E: 14 | F: 1% | G: i | H: 8% | I: 2%
> N#Cc1c(N)[nH]c(C(=O)c2ccccc2)c1-c1ccccc1Br
  A: . | B: -18% | C: 10% | D: -17% | E: 0 | F: 11% | G: ? | H: . | I: .
> COc1ccc(-c2noc3c2-c2nc(-c4c(F)cccc4F)sc2CC3)cc1
  A: -1% | B: -11% | C: 14% | D: 2% | E: 1 | F: -1% | G: i | H: -64% | I: 9%
> Fc1ccc(-c2csc(N3CCC(c4ccccc4)C3)n2)cc1 (stereo not given)
  A: 4%[9.22 µM] | B: -18% | C: 0% | D: ? | E: 2 | F: 66%[activator] | G: i | H: 1% | I: ?
> COc1ccc(F)c(CN2CCC(n3nccc3NC(=O)CCCc3ccccc3)CC2)c1
  A: -4% | B: 4% | C: . | D: 7% | E: -16 | F: -4% | G: i | H: -26% | I: 2%
> COC(=O)[C@H](Cc1ccc(O)cc1)NC(=O)Cn1cnc2c(SC)nc(N)nc21
  A: -1% | B: 0% | C: 0% | D: -1% | E: 33 | F: -8% | G: i | H: -9% | I: -1%
> Cc1ccc(CNc2nc3cc(-c4ccccc4)sc3c(=O)n2C)c(C)c1
  A: . | B: -3% | C: -2% | D: 0% | E: 7 | F: 2% | G: i | H: -50% | I: .
> Cc1oc2ccc(OCC(N)=O)cc2c1C(=O)OC(C)C
  A: 8% | B: -17% | C: 23µM* | D: -27% | E: -7 | F: -4% | G: i | H: -14% | I: 0%
> O=C(CSc1nnc(Cc2ccccc2)o1)c1ccc2c(c1)OCO2
  A: -12% | B: -10% | C: 16% | D: -1% | E: 0 | F: 7% | G: i | H: -4% | I: -15%
> O=C(COc1ncnc2sccc12)N1CCN(C(=O)c2ccco2)CC1
  A: -8% | B: 2% | C: -2% | D: 4% | E: 4 | F: -9% | G: i | H: 11% | I: 1%
> CCCOC(=O)NC(CC)COC(=O)Nc1cccc(C)c1C (stereo not given)
  A: 1% | B: -2% | C: -2% | D: -1% | E: 18 | F: -2% | G: i | H: -2% | I: 1%
> Cc1cc([N+](=O)[O-])nn1Cc1noc(C(=O)NCCCn2ccnc2)n1
  A: 0% | B: 13% | C: 15% | D: 12% | E: 9 | F: 5% | G: i | H: 0% | I: 13%
> Cn1cc(C(=O)Nc2ccc(F)c(Cl)c2)cn1
  A: 1% | B: ? | C: 8% | D: 18% | E: -6 | F: 24% | G: i | H: -1% | I: 9%
> N/C(=N\OC(=O)c1cccc(F)c1)c1cccc([N+](=O)[O-])c1
  A: -8% | B: -2% | C: -1% | D: 20% | E: -8 | F: 45%[activator] | G: i | H: 13% | I: 0%
> Cc1cc(=O)oc2cc(OCc3ccccc3)ccc12
  A: -5% | B: 2% | C: 11% | D: -13% | E: 11 | F: 19% | G: i | H: 6% | I: 5%
> CCC(=O)NCCc1nc2cc(NC(=O)c3ccc(Cl)cc3)ccc2n1C
  A: -2% | B: -3% | C: -15% | D: -2% | E: 19 | F: 0% | G: i | H: -1% | I: 15%
